Screens (PubChem)
ELG1 genotox: qHTS screen for small molecules that induce genotoxicity in human embryonic kidney (HEK293T) cells expressing luciferase-tagged ELG1. HEK293T ELG1-luciferase reporter, luminescence, 16 h. Potency, µM (top dose mostly 46 µM), without a hit: top-dose activity change, positive = activation, actives largely listed as activators. hit rate 1.3% among 330,000; note: potency is the fitted concentration of half-maximal effect; % of control where 0% means no effect; nearly all actives have a fitted effect of over 60% in size
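Genotoxic stress is detected as increased luminescence from luciferase-tagged ELG1 in HEK293T cells, measured with ONE-Glo after a 16 hr treatment at 37 °C.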
Coupling enz: qHTS Assay for Inhibitors of Fructose-1,6-bisphosphate Aldolase from Giardia Lamblia: Coupling assay counterscreen. activity change, negative = inhibition, % at 58.2 µM, hits read low. coupling enzyme system counterscreen, AmpLite Red fluorescence. hit rate 0.67% among 290,000; in the data active = activity change below about -30%; note: % is set by controls: 0 for no effect and ±100 for the full control effect
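First, compound is pin-transferred into glyceraldehyde-3-phosphate coupling-enzyme reagent at 57.5 uM final and held 10 min at RT. Next, substrate, coupling system and AmpLite Red are added. After 20 min RT, fluorescence (525/598 nm) is read.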
RORgamma inh: qHTS for inhibitors of ROR gamma transcriptional activity | Potency, µM (series often up to 53.6 µM), for the others: top-dose activity change, negative = inhibition, most hits filed as inhibitors | Drosophila S2 Gal4-RORgamma UAS-luciferase reporter, 20 h | Nuclear receptor ROR-gamma (Mus musculus), P51450 | AID 2551, 2010 | hit rate 5.4% among 310,000; note: potency is the fitted concentration of half-maximal effect; % is set by controls: 0 for no effect and ±100 for the full control effect; nearly all actives have a fitted effect of over 60% in size
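ROR gamma transcriptional activity was tracked as Gal4-UAS luciferase output in stably transfected Drosophila Schneider cells, with compound added 1 hr before 700 uM copper sulfate induction and a 20 hr ambient-temperature incubation.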
uPA generation: qHTS for Inhibitors of Cell Surface uPA Generation. Potency, µM (titrated, usually from 38.3 µM), without a hit: at the highest dose activity change, negative = inhibition, hits mostly inhibitors. AID 540303, 2011. hit rate 0.31% among 330,000. cell surface uPA generation assay, qHTS; active = well fitted inhibition curve with a large enough effect; inconclusive = small, poorly fitted or top-dose-only effect; inactive = no such curve, though single readings can be large or run the other way; tested in mouse RAW 264.7 cells; note: potency is the fitted concentration of half-maximal effect; % is set by controls: 0 for no effect and ±100 for the full control effect; nearly all actives have a fitted effect of over 55% in size
Rab9 promoter act: qHTS Assay for Rab9 Promoter Activators; Potency, µM (top dose mostly 9.22 µM), inactives show at the top dose activation, negative = inhibition, hits mostly activators; hit rate 2.8% among 320,000; Huh7 Rab9 promoter-luciferase reporter, luminescence, 24 h; note: potency is the fitted concentration of half-maximal effect; % of control where 0% means no effect; nearly all actives have a fitted effect of over 60% in size
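Stable Rab9-luc Huh7, 1500 cells/well, 2 h settle; cmpd in DMSO, 24 h, 37 °C/5% CO2; luciferase reagent 10 min RT; luminescence.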
Giardia killer: Small Molecules that selectively kill Giardia lamblia: qHTS. AID 540267, 2011. Giardia lamblia trophozoite viability. activity change, % at 7.66 µM, hits read low. hit rate 0.15% among 340,000; in the data active = activity change below about -80%; inconclusive = between about -30% and that limit;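 note: parasites exposed to compound for two days anaerobically before the ATP read; % is set by controls: 0 for no effect and ±100 for the full control effect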
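Luminescent ATP signal served as the viability read-out, measured 15-30 min after adding ATP detection reagent to trophozoites that had been incubated with compounds for 48 hrs at 37 deg C anaerobically at 100 cells/well.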
VP16 counter: VP16 counterscreen qHTS for inhibitors of ROR gamma transcriptional activity; Drosophila S2 Gal4-VP16 UAS-luciferase, luminescence, 20 h; Potency, µM (titrated, usually from 53.6 µM), for inactives: at the top dose activity, negative = inhibition, usual class: inhibitors; hit rate 3.5% among 310,000;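 note: Gal4-VP16 expression switched on by copper sulfate through the metallothionein promoter; potency is the fitted concentration of half-maximal effect; % is set by controls: 0 for no effect and ±100 for the full control effect; nearly all actives have a fitted effect of over 50% in size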
FLuc modulator: qHTS profiling assay for firefly luciferase inhibitor/activator using purifed enzyme and Km concentrations of substrates (counterscreen for miR-21 project); purified FLuc, Km substrates, luminescence inhibition; AID 588342, 2011; Potency, µM (highest dose often 57.5 µM), inactives show at the top dose activity change, negative = inhibition, hits mostly inhibitors; hit rate 6.9% among 360,000;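 note: potency is the fitted concentration of half-maximal effect; plate controls were vehicle for no effect and reference inhibitor for full effect; nearly all actives have a fitted effect of over 55% in size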
Target sequence (P08659 whole entry, looked up): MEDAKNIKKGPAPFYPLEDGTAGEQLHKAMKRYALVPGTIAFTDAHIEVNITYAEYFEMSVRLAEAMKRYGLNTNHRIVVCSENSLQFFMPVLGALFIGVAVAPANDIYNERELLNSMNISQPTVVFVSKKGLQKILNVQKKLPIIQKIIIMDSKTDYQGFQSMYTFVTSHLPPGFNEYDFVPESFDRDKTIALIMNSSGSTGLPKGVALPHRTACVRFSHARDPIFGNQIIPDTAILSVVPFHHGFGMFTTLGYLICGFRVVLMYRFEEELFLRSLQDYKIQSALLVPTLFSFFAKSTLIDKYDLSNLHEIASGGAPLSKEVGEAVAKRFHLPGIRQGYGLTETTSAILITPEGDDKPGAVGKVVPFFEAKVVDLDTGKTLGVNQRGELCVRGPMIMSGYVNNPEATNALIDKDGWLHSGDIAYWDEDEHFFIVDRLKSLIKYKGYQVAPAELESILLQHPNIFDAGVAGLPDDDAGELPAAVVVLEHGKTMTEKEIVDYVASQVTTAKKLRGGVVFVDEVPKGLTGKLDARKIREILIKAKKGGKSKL
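Biochemical qHTS of compounds, final roughly 60 µM downward over six points, against 10 nM purified firefly luciferase using Km concentrations of substrates (10 uM D-luciferin, 10 uM ATP) in Tris acetate pH 7.5 buffer; luminescence output.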
NPC1 promoter act: qHTS Assay for NPC1 Promoter Activators | Huh7 NPC1 promoter luciferase reporter, 24 h | Potency, µM (top dose mostly 9.22 µM), without a hit: at the top dose activation, most hits filed as activators | hit rate 2.4% among 320,000 | AID 485313, 2010;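 note: potency is the fitted concentration of half-maximal effect; % of control where 0% means no effect; nearly all actives have a fitted effect of over 60% in size; reporter is driven by a mutant NPC1 promoter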
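Cells: Huh7 expressing luciferase under the NPC1 promoter, 1500/well. Seeded 2 h, compound added, incubated 24 h at 37 °C. Luciferase reagent, 10 min ambient, then luminescence.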
KCNH2 3.1 inh: qHTS for Inhibitors of KCHN2 3.1: Mutant qHTS | AID 720553, 2013 | activity change, % (tested at about 1.8 µM) | Potassium voltage-gated channel subfamily H member 2, brain isoform KCNH2 3.1 (human) | hit rate 0.95% among 340,000 | U2OS KCNH2 3.1, thallium flux FluxOr; active compounds read low;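 active = maximum activity change below -70%; inconclusive = maximum activity change from -70% to -50%; inactive = maximum activity change above -50%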;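 note: thallium influx rate constant from kinetic fluorescence after stimulation buffer; % is set by controls: 0 for no effect and ±100 for the full control effect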
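FluxOr-based Tl+ influx in U2OS cells transduced with KCNH2 3.1 virus; rate constants normalized to DMSO controls.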
Tb PFK inh: qHTS Assay to Find Inhibitors of T. brucei phosphofructokinase. AID 485367, 2010. T. brucei PFK, ADP-Glo luminescence. Potency, µM (series often up to 57.5 µM), for the others: top-dose activity, negative = inhibition, actives largely listed as inhibitors. ATP-dependent 6-phosphofructokinase (Trypanosoma brucei brucei), O15648. hit rate 0.17% among 330,000;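 note: potency is the fitted concentration of half-maximal effect; 0% = uninhibited 1x PFK enzyme wells and -100% = no-enzyme wells; nearly all actives have a fitted effect of over 60% in size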
Target sequence (O15648 whole entry, looked up): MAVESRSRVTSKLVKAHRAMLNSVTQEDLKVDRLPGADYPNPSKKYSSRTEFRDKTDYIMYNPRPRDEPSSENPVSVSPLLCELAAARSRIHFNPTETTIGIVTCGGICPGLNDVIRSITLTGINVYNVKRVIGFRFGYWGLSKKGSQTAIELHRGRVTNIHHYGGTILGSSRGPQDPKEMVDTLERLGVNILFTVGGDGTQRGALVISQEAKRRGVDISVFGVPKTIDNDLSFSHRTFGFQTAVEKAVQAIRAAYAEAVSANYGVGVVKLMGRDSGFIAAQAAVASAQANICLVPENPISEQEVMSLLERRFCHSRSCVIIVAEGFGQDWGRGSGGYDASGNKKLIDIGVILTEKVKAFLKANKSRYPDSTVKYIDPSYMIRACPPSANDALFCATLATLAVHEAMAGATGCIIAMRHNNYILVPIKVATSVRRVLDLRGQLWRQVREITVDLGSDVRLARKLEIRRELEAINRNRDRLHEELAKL
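In TEA buffer at pH 8.0 with 5 mM MgCl2, enzyme (1.25 nM) converted F6P (0.5 mM) and ATP (0.1 mM) for 45 min at room temperature. ADP product was read by luciferase luminescence.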
An asterisk follows results filed as active. Unless noted, calls come from the whole dose curve; as a rule, active = well fitted curve in the direction sought with a large enough effect; inconclusive = small, poorly fitted or top-dose-only effect, or another doubt; inactive = no such curve, though single readings can be large; an effect the other way counts as inactive or inconclusive.

`Cc1ccc(S(=O)(=O)N2CCCCC2C(=O)N2CCN(c3ccccc3F)CC2)cc1` (centres undefined) gave ELG1 genotox -19%, Coupling enz -2, RORgamma inh 0%, uPA generation 3%, Rab9 promoter act 0%, Giardia killer -7, VP16 counter 0%, FLuc modulator -2%, NPC1 promoter act -4%, KCNH2 3.1 inh -3 and Tb PFK inh 0%.
COc1ccc(-n2c(=S)[nH]c3cc(C(=O)NCCCN4CCCC4=O)ccc3c2=O)cc1 was read as ELG1 genotox 1%, Coupling enz 0, RORgamma inh inconclusive, uPA generation 6%, Rab9 promoter act 5%, Giardia killer 6, VP16 counter -7%, FLuc modulator 5%, NPC1 promoter act 3%, KCNH2 3.1 inh 21 and Tb PFK inh 1%.
`CCN1C(=O)[C@H]2[C@@H](c3ccc(-c4ccc(C(C)=O)cc4)c(OC)c3)N3CCCC[C@@]3(C(=O)OC)[C@H]2C1=O` gave ELG1 genotox -2%, uPA generation -9%, Giardia killer 5, KCNH2 3.1 inh 6 and Tb PFK inh 0%.
Screening Cc1ccc(SCC(=O)NNC(=O)CCS(=O)(=O)c2ccccc2)cc1 returned ELG1 genotox 4%, uPA generation -5%, Giardia killer -16, KCNH2 3.1 inh -11 and Tb PFK inh 0%.
Nc1c(C(=O)Nc2cccc(C(=O)O)c2)sc2nc3c(cc12)CCCC3 was read as ELG1 genotox inconclusive, Coupling enz -7, RORgamma inh 2.8µM*, uPA generation -16%, Rab9 promoter act 1.3µM*, Giardia killer inconclusive, VP16 counter 3.2µM*, FLuc modulator 0.067µM*, NPC1 promoter act inconclusive, KCNH2 3.1 inh 19 and Tb PFK inh 2%.
C=CCNC(=S)NC(=O)c1ccc(C)c(Br)c1 was read as ELG1 genotox inconclusive, Coupling enz 0, RORgamma inh inconclusive, uPA generation -2%, Rab9 promoter act inconclusive, Giardia killer -5, VP16 counter inconclusive, FLuc modulator 17µM*, NPC1 promoter act 20%, KCNH2 3.1 inh 28 and Tb PFK inh -2%.
`CCOC(=O)c1ccccc1NC(=O)COC(=O)c1ccccc1C(=O)N(C)c1ccccc1` gave ELG1 genotox -22%, uPA generation -9%, Rab9 promoter act -5%, Giardia killer 5, FLuc modulator 3%, NPC1 promoter act -2%, KCNH2 3.1 inh 1 and Tb PFK inh 0%.
`COc1ccc(CCNC(=O)CCCOc2ccc(C)cc2)cc1OC` gave ELG1 genotox -4%, Coupling enz 3, RORgamma inh 17%, uPA generation 5%, Rab9 promoter act -1%, Giardia killer -7, VP16 counter -8%, FLuc modulator -2%, NPC1 promoter act -2%, KCNH2 3.1 inh 10 and Tb PFK inh -1%.
`O=C(Cc1cccc2ccccc12)N/N=C/c1ccc(F)cc1` gave ELG1 genotox -4%, Coupling enz 0, RORgamma inh 23%, uPA generation 4%, Rab9 promoter act 1%, Giardia killer 5, VP16 counter -15%, FLuc modulator -4%, NPC1 promoter act -3%, KCNH2 3.1 inh -7 and Tb PFK inh 1%.
CC(NC(=O)C1CC=CCC1C(=O)O)C1CC2CCC1C2 (centres undefined) was read as ELG1 genotox 1%, Coupling enz 10, RORgamma inh 26%, uPA generation -3%, Rab9 promoter act -4%, Giardia killer 9, VP16 counter 0%, FLuc modulator 0%, NPC1 promoter act -5%, KCNH2 3.1 inh 3 and Tb PFK inh 0%.
Screening CCC(C)(C)NC(=O)CN(C(=O)CCC(=O)Nc1nccs1)c1ccc(C)cc1 returned ELG1 genotox -3%, Coupling enz -1, RORgamma inh 21%, uPA generation -11%, Rab9 promoter act 4%, Giardia killer 12, VP16 counter -2%, FLuc modulator 1%, NPC1 promoter act -5%, KCNH2 3.1 inh 7 and Tb PFK inh 2%.
`COc1ccc(S(=O)(=O)N(C)CC(=O)N2CCCC2)cc1Cl` gave ELG1 genotox 1%, Coupling enz 2, RORgamma inh 23%, uPA generation 1%, Rab9 promoter act -4%, Giardia killer -4, VP16 counter -1%, FLuc modulator 3%, NPC1 promoter act -1%, KCNH2 3.1 inh 2 and Tb PFK inh 6%.
COc1ccc(C(C)=O)cc1COC(=O)Cn1cnc2ccccc2c1=O was read as ELG1 genotox 1%, Coupling enz 1, RORgamma inh 31%, uPA generation 3%, Rab9 promoter act -3%, Giardia killer -4, VP16 counter -9%, FLuc modulator 2%, NPC1 promoter act 1%, KCNH2 3.1 inh 3 and Tb PFK inh 1%.
CC1=C(C(=O)Nc2cccc(C(=O)NCc3ccc(F)cc3)c2)SCCO1 was read as ELG1 genotox -3%, RORgamma inh 2%, uPA generation -1%, Rab9 promoter act -10%, Giardia killer -14, VP16 counter 2%, FLuc modulator -18%, NPC1 promoter act -4%, KCNH2 3.1 inh -17 and Tb PFK inh -2%.
`COc1ccc(Cl)cc1NC(=O)c1cc(C)no1` gave ELG1 genotox -1%, Coupling enz 1, RORgamma inh 0%, uPA generation 1%, Rab9 promoter act 24%, Giardia killer -1, VP16 counter 0%, FLuc modulator 3%, NPC1 promoter act 23%, KCNH2 3.1 inh 19 and Tb PFK inh 3%.
COc1ccccc1N1CCN(S(=O)(=O)c2c[nH]c(=O)[nH]c2=O)CC1 was read as ELG1 genotox 2%, uPA generation 0%, Rab9 promoter act -1%, Giardia killer 19, FLuc modulator 6%, NPC1 promoter act 1%, KCNH2 3.1 inh 7 and Tb PFK inh -2%.
`CCOC(=O)c1sc2nc(C3CC3)cc(-c3ccc(OC)cc3)c2c1N` gave ELG1 genotox -4%, Coupling enz -1, RORgamma inh -11%, uPA generation 3%, Rab9 promoter act 2%, Giardia killer 10, VP16 counter -3%, FLuc modulator 0%, NPC1 promoter act -1%, KCNH2 3.1 inh 12 and Tb PFK inh 0%.
Screening Cc1ccc(C)c(NC(=S)N2CCC(NC(=O)C3CCCCC3)CC2)c1 returned ELG1 genotox -9%, Coupling enz 0, RORgamma inh 12%, uPA generation 3%, Rab9 promoter act -1%, Giardia killer 7, VP16 counter -9%, FLuc modulator 2%, NPC1 promoter act 1%, KCNH2 3.1 inh -2 and Tb PFK inh 2%.
Screening COC(=O)COc1cccc(/C=N/NC(=O)CCSc2ccccc2)c1 returned ELG1 genotox -2%, Coupling enz -1, RORgamma inh 26%, uPA generation 3%, Rab9 promoter act -11%, Giardia killer -12, VP16 counter 4%, FLuc modulator -3%, NPC1 promoter act 2%, KCNH2 3.1 inh -20 and Tb PFK inh -7%.
`Cc1ccccc1-c1ccnc2[nH]n(-c3ccccc3)c(=O)c12` gave ELG1 genotox 0%, Coupling enz 2, RORgamma inh 31%, uPA generation 4%, Rab9 promoter act -5%, Giardia killer -3, VP16 counter 3%, FLuc modulator inconclusive, NPC1 promoter act -3%, KCNH2 3.1 inh -10 and Tb PFK inh 2%.
Screening CCC(=O)Nc1ccc(NC(=O)C23CC4CC(CC(C4)C2)C3)cn1 returned ELG1 genotox inconclusive, Coupling enz -1, RORgamma inh 28%, uPA generation -10%, Rab9 promoter act 21%, Giardia killer 15, VP16 counter 5%, FLuc modulator -15%, NPC1 promoter act 23%, KCNH2 3.1 inh -7 and Tb PFK inh 2%.

An excerpt from above in order of molar mass, smallest number first.
CC(NC(=O)C1CC=CCC1C(=O)O)C1CC2CCC1C2 (centres undefined) was read as ELG1 genotox 1%, Coupling enz 10, RORgamma inh 26%, uPA generation -3%, Rab9 promoter act -4%, Giardia killer 9, VP16 counter 0%, FLuc modulator 0%, NPC1 promoter act -5%, KCNH2 3.1 inh 3 and Tb PFK inh 0%.
COc1ccc(C(C)=O)cc1COC(=O)Cn1cnc2ccccc2c1=O was read as ELG1 genotox 1%, Coupling enz 1, RORgamma inh 31%, uPA generation 3%, Rab9 promoter act -3%, Giardia killer -4, VP16 counter -9%, FLuc modulator 2%, NPC1 promoter act 1%, KCNH2 3.1 inh 3 and Tb PFK inh 1%.
CC1=C(C(=O)Nc2cccc(C(=O)NCc3ccc(F)cc3)c2)SCCO1 was read as ELG1 genotox -3%, RORgamma inh 2%, uPA generation -1%, Rab9 promoter act -10%, Giardia killer -14, VP16 counter 2%, FLuc modulator -18%, NPC1 promoter act -4%, KCNH2 3.1 inh -17 and Tb PFK inh -2%.
